Source: PubChem BioAssay (National Center for Advancing Translational Sciences (NCATS))
Menin-MLL TR inh = qHTS Assay for Inhibitors Targeting the Menin-MLL Interaction in MLL Related Leukemias: Competition With Texas Red Labeled MLL-derived Mutant Peptide. O00255. Menin + Texas Red MLL mutant peptide, fluorescence polarization. Potency, µM (doses to about 61.6 µM), for the others: top-dose FP activity change, negative = inhibition, hits mostly inhibitors. 270,000 compounds, 0.23% hits; active means well fitted inhibition curve with a large enough effect in the polarisation, with a control signal flat, not every such curve was filed as active; inconclusive means small, poorly fitted or top-dose-only effect, or effect the other way, or a change in a side signal; inactive means no such curve, though single readings can be large or run the other way; the % refers to the polarisation; further: potency means the concentration at half of the fitted maximal effect; % of control where 0% means no effect; many of its hits are not listed in these tables
Target sequence (O00255 whole entry, looked up): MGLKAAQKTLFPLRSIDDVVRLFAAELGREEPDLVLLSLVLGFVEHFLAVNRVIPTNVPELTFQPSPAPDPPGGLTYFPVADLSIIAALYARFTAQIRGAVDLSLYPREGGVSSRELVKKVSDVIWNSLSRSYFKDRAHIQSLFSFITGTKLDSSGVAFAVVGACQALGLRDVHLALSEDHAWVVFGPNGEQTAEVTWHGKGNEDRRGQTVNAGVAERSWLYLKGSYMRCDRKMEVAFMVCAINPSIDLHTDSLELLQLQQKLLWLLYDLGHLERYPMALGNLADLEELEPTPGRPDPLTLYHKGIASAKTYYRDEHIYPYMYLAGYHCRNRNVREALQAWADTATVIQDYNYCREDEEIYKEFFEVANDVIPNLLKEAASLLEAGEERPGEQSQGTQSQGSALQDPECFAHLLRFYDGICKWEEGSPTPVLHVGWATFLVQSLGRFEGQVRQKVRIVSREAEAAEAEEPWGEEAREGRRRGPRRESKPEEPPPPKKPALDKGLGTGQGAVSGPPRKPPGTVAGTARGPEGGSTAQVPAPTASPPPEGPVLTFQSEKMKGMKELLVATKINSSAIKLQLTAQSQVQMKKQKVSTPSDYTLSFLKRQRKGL
S-ASM inh = Inhibitors of Secretory Acid Sphingomyelinase (S-ASM): qHTS | Sphingomyelin phosphodiesterase (Homo sapiens), P17405 | placental ASM, HMU-PC fluorogenic substrate, 60 min | Potency, µM (titrated, usually from 57.5 µM), for inactives: at the top dose activity change, negative = inhibition, usual class: inhibitors | 340,000 compounds, 0.006% hits; further: potency means the concentration at half of the fitted maximal effect
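Steps: dispense placental human ASM, pin compound, wait 10 min at room temperature, add HMU-PC0 substrate at 9 uM final, incubate 60 min at 37 °C, add stop solution raising pH to 10, read fluorescence.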
Mito fusion act = qHTS Assay for Small Molecule Inhibitors of Mitochondrial Division or Activators of Mitochondrial Fusion; S. cerevisiae fusion-defective mutant growth rescue, CellTiterGlo 48 h; Potency, µM (doses to about 46.1 µM), without a hit: top-dose growth rescue (activation), usual class: activators; 320,000 compounds, 0.23% hits; AID 485298, 2010;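 further: potency means the concentration at half of the fitted maximal effect; % of control where 0% means no effect; nearly all actives have a fitted effect of over 45% in size; temperature-sensitive fusion mutants such as fzo1-1 at 37 °C on non-fermentable ethanol glycerol medium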
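S. cerevisiae fusion-defective temperature-sensitive mutants (e.g. fzo1-1, mgm1-5) grown 48 h at 37C in YPEG (ethanol/glycerol non-fermentable) medium with 23 nl compound per well; growth rescue read as CellTiterGlo luminescence.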
MBNL1-CUG inh = qHTS Assay for Inhibitors of MBNL1-poly(CUG) RNA binding; AID 2675, 2010; Muscleblind-like protein 1 (Homo sapiens), Q9NR56; Potency, µM (doses to about 57.5 µM), without a hit: at the top dose activity change, negative = inhibition, most hits filed as inhibitors; TR-FRET MBNL1-His/biotin-(CUG)12 binding, 665/545 ratio; 280,000 compounds, 0.036% hits; active means well fitted inhibition curve with a large enough effect in the signal ratio, with a control signal flat, not every such curve was filed as active; inconclusive means small, poorly fitted or top-dose-only effect, or effect the other way, or a change in a side signal; inactive means no such curve, though single readings can be large or run the other way; the % refers to the signal ratio; further: potency means the concentration at half of the fitted maximal effect; on the % scale 0 is the no-effect control and ±100 the full control effect
Target sequence (Q9NR56 whole entry, looked up): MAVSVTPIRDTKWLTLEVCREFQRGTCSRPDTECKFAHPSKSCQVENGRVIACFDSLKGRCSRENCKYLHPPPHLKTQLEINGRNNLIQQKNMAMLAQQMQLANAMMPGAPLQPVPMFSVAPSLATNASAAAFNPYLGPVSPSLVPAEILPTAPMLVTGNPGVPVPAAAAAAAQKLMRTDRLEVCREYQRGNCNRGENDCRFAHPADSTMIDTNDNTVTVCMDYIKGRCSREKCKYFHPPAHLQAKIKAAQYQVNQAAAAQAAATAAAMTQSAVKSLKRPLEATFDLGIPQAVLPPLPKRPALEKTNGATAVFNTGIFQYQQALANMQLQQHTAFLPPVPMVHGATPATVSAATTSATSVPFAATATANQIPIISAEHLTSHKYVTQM
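Inhibition of protein-RNA binding appears as loss of TR-FRET between terbium anti-His antibody on MBNL1-His and streptavidin-XL665 on biotin-(CUG)12. Activity is normalized to buffer-only and uninhibited-complex controls.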
a7 integrin act = qHTS for Activators of Integrin-Mediated Alleviation for Muscular Dystrophy | Potency, µM (top dose mostly 38.3 µM), for the others: at the top dose activation, usual class: activators | alpha7betagal myoblasts, beta-gal FDG fluorescence, 48 h | 350,000 compounds, 0.064% hits;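 further: potency means the concentration at half of the fitted maximal effect; 100% = response of the positive control SU9516; nearly all actives have a fitted effect of over 60% in size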
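Alpha7betagal+/- myoblasts (passage 13) were plated 16-24 hr, then exposed to compounds (1:260 dilution of DMSO stock) for 48 hours at 37C. After MPER lysis, β-galactosidase reporter activity was read as FDG fluorescence (ex 480/em 540) after 30 minutes.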
CXXC DNA block = qHTS Fluorescence Polarization Assay for Inhibitors of MLL CXXC domain - DNA interaction; MLL-CXXC / FITC-HOXA9 DNA fluorescence polarization; Potency, µM (top dose mostly 115 µM), for the others: at the top dose activity change, negative = inhibition, most hits filed as inhibitors; Histone-lysine N-methyltransferase 2A (Homo sapiens), Q03164; 290,000 compounds, 0.037% hits; AID 2662, 2010; active means well fitted inhibition curve with a large enough effect in the polarisation, with a control signal flat, not every such curve was filed as active; inconclusive means small, poorly fitted or top-dose-only effect, or effect the other way, or a change in a side signal; inactive means no such curve, though single readings can be large or run the other way; the % refers to the polarisation; further: potency means the concentration at half of the fitted maximal effect
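Steps: dispense CXXC domain solution (7 uM) → pin compounds or unlabeled HOX-A9 DNA control → 5 min ambient → add FLSN-HOX-A9 solution (50 nM) → spin → 30 min ambient → fluorescence polarization. Tris pH 7.5/NaCl/DTT/BSA buffer.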
TSG101-PTAP inh = qHTS Assay for Iinhibitors of HIV-1 Budding by Blocking the Interaction of PTAP/TSG101 | AID 493005, 2010 | Fluorescence polarization, FITC-PTAP peptide / Tsg101 binding | 340,000 tested, under 10 active | Potency, µM (series often up to 115 µM), for the others: top-dose activity change, negative = inhibition, actives largely listed as inhibitors | Tumor susceptibility gene 101 protein (Homo sapiens), Q99816; active means well fitted inhibition curve with a large enough effect in the main read-out, with a control signal flat, not every such curve was filed as active; inconclusive means small, poorly fitted or top-dose-only effect, or effect the other way, or a change in a side signal; inactive means no such curve, though single readings can be large or run the other way; further: potency means the concentration at half of the fitted maximal effect; % of control where 0% means no effect
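Fluorescence polarization binding of Tsg101 binding domain (10 uM final) to FITC-labeled PTAP peptide (50 nM final) in HEPES pH 7.5 buffer with NaCl, Tween 20, EDTA, TCEP. Compounds added before peptide; binding 20 min at RT.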
A-T KAP1 phos = qHTS Assay for Identifying a Potential Treatment of Ataxia-Telangiectasia; 320,000 compounds, 0.19% hits; Potency, µM (top dose mostly 57.5 µM), inactives show top-dose activation, actives largely listed as activators; […] A-T fibroblasts, KAP-1 phosphorylation AlphaLISA; neocarzinostatin DNA damage 30 min before lysis; further: potency means the concentration at half of the fitted maximal effect; % of control where 0% means no effect; nearly all actives have a fitted effect of over 45% in size
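hTERT-immortalized A-T patient fibroblasts ([…]), 500 cells/well in OPTI-MEM, 1% FBS, got compounds for 60 min, then NCS for 30 min at 37C. Lysates were then assayed for phospho-KAP-1 by AlphaLISA (anti-pKAP1 donor, anti-KAP1 acceptor beads), 6 hr at 25C.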
TCR activator = Activators of T cell receptors: qHTS campaign; Potency, µM (titrated, usually from 9.22 µM), for the others: at the top dose activation of IL-2 secretion, usual class: activators; primary human leukocytes, anti-CD3, IL-2 HTRF, 48 h; 330,000 tested, under 10 active; AID 504894, 2011; further: % of control where 0% means no effect
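1) Mix primary human leukocytes, a-CD3 beads and compound. 2) Incubate 48 hr. 3) Add HTRF IL-2 reagents (a-IL-2-K, a-IL-2-d2).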
TSHR antagonist = Antagonists of the Thyroid Stimulating Hormone Receptor: HTS campaign; Thyrotropin receptor (Homo sapiens), P16473; TSHR-expressing cells, TSH-stimulated cAMP HTRF, 2 h; stronger effect = lower value; activity change, negative = inhibition, % at 11.5 µM; 330,000 compounds, 0.2% hits; AID 504810, 2011;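 active means activity change below a set negative limit, meaning inhibition stronger than a set level, cut at about -70% in these data; inconclusive means activity change between two set negative limits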; further: on the % scale 0 is the no-effect control and ±100 the full control effect
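TSHR-expressing cells were treated with compounds, then stimulated with TSH at EC80 (4nM final) for 2 hours at 37 deg C. Cellular cAMP was measured by HTRF competition between lysate cAMP and cAMP-d2 for a cryptate-labelled anti-cAMP antibody.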
Numbers without * were called inactive; ? = inconclusive; . = not tested or not shown; [ ] = remark or other dose. Unless noted, the call rests on the fitted dose curve; in most records, active means well fitted curve in the direction sought with a large enough effect; inconclusive means small, poorly fitted or top-dose-only effect, or another doubt; inactive means no such curve, though single readings can be large; an effect the other way counts as inactive or inconclusive. Not all compounds are listed, so the mix of outcomes need not match the whole.

SMILES	Menin-MLL TR inh	S-ASM inh	Mito fusion act	MBNL1-CUG inh	a7 integrin act	CXXC DNA block	TSG101-PTAP inh	A-T KAP1 phos	TCR activator	TSHR antagonist
COc1ccc(OC)c(S(=O)(=O)Nc2cc3c4c(c2)CCN4C(=O)CC3)c1	.	-1%	2%	.	13%	.	2%	6%	9%	-5
CCC[C@@H](CN1CCC[C@H]1CN1C(N)=NC[C@@H]1Cc1ccccc1)N1C[C@@H]([C@H](C)CC)N(CCCC2CCCC2)C1=N	.	3%	.	.	-31%	.	0%	-13%	-1%	-2
Cc1cc([N+](=O)[O-])nn1CCCC(=O)Nc1cc(Oc2ccc(F)cc2)cc([N+](=O)[O-])c1	?	-9%	9%	-32%	9%	12%	-3%	.	1%[46.1 µM]	-25
COc1cc2c(cc1OC)CN(CCC(C)c1ccc(Cl)cc1)CC2 (stereo not drawn)	.	7%	.	.	-52%[inhibitor]	.	0%	.	-2%	.
COC(=O)C1=C(N)Oc2cc(C)[nH]c(=O)c2C1c1ccncc1 (stereo not drawn)	-3%	2%	-2%	-5%	15%	8%	-3%	.	1%	-3
CCN(CC)CCOc1cc2c(nn1)Oc1ccccc1N2C	8%	451%[activator]	4%	8%	3%	15%	-9%	2%	0%	0
COc1cccc(-c2csc(N3CCN(C(=O)Nc4ccccc4Cl)CC3)n2)c1	-2%	?	?	5%	11%	0%	0%	4%[11.5 µM]	2%	-14
Cc1ccccc1Cn1c(CN2CCN(C(=O)c3ccco3)CC2)nc2c1c(=O)n(C)c(=O)n2C	0%	-4%	-6%	-9%	0%	11%	0%	6%	-1%	-6
Fc1cccc2sc(Nc3nc4cc5c(cc4s3)OCCO5)nc12	?	270%[activator]	11µM*	.	-21%	4%	-2%	4%	-2%[46.1 µM]	-9
CCn1cc(C(=O)NCCCOC(C)C)c(=O)c2cc(S(=O)(=O)N3CCOCC3)ccc21	.	-5%	-2%	2%	23%	16%	-8%	6%	3%	-12
CC(=O)c1cc2c(=O)c3ccccc3oc2nc1C	.	1%	.	.	-11%	.	0%	.	1%	.
COc1ccc(OC)c(C2c3[nH]c4ccccc4c3C[C@H]3C(=O)N(C4CC4)CC(=O)N23)c1 (stereo partly drawn)	3%	-1%	-6%	-3%	-24%	2%	1%	-20%	-6%	1
CSc1ccc(/C=N/N2CCN(C)CC2)cc1	3%	2%	3%	8%	?	?	-1%	-6%	1%	-5
CNS(=O)(=O)c1cc(NC(C)=O)c(C)cc1C	-9%	4%	1%	-15%	24%	6%	-1%	-10%	5%[46.1 µM]	20
COc1ccc(C(=O)c2ccc(OC)c(OC)c2)cc1	4%	1%	-2%	0%	-11%	-1%	-14%	.	.	3
O=C(CN1C(=O)C2CC=CCC2C1=O)Nc1nnc(SCc2ccc(F)cc2)s1 (stereo not drawn)	-11%	-5%	1%	-8%	7%	-2%	-2%	.	-6%	-3
COc1ccc(CN(C)CC(=O)c2c(N)n(Cc3ccccc3)c(=O)n(C)c2=O)c(OC)c1	-27%	-1%	-2%	5%	-11%	2%	1%	-9%	-1%	2
O=[N+]([O-])c1cc([N+](=O)[O-])c2cc(-c3cccnc3)[nH]c2c1	.	4%	.	.	-1%	.	0%	.	6%	.
CN(CCC#N)C(=O)COC(=O)c1ccc(Cl)c(S(=O)(=O)N(C)c2ccccc2)c1	-9%	0%	0%	-9%	-4%	25%	0%	0%	2%	-3
Cc1ccc(CNC(=O)COC(=O)C2CC2)cc1	.	2%	-10%	.	-27%	.	2%	-1%	-3%	6
Cc1ccc(NC(=S)NCC2CCCO2)c(OC(F)F)c1 (stereo not drawn)	3%	2%	-7%	0%	-16%	2%	-3%	1%	2%[46.1 µM]	-1
Cc1[nH]c2ccccc2c1CCC(N)=O	6%	3%	5%	-8%	9%[7.66 µM]	-7%	-3%	7%	4%	-10
O=C(COc1cccnc1[N+](=O)[O-])Nc1cccc(S(=O)(=O)N2CCCCC2)c1	20%	-2%	3%	?	-21%	2%	-1%	1%	-3%[46.1 µM]	-3
CCN(C(=O)COC(=O)c1c(C)nn(-c2ccccc2)c1C)C1CCS(=O)(=O)C1 (stereo not drawn)	-2%	3%	-5%	-6%	21%	-2%	-1%	-1%	.	3
CCS(=O)(=O)c1ccc2oc(SCC(=O)NCCc3ccccc3)nc2c1	-20%	2%	4%	-1%	-10%	48%[activator]	-1%	0%	3%	-2
O=C(NCC1OCCCN1S(=O)(=O)c1cc(F)ccc1F)C(=O)NC1CCCC1 (stereo not drawn)	.	-1%	-2%	-9%	-10%	10%	.	3%	6%	-13
Cc1ccc(-c2cnc(SCC(=O)N3CCCc4ccccc43)n2C)cc1	?	3%	4%	-1%	2%	9%	-5%	-2%	1%	1
O=C(NCc1ccco1)C(c1cccnc1)N(C(=O)Cn1nnc2ccccc21)c1ccc(F)cc1 (stereo not drawn)	0%	-1%	9%	-10%	-21%	10%	-2%	5%	1%	-3
Nc1cc(N2CCCCCC2)c2nonc2c1[N+](=O)[O-]	-4%	-10%	25%	?	-11%	?	?	5%	-4%	-3
CCC(=O)Nc1ccc(-c2nnc(SCc3ccc(C(=O)Nc4nccs4)cc3)n2CC)cc1	?	?	2%	8%	-7%	2%	21%	7%	6%	11
COc1ccc(N=C2S/C(=C\c3ccc(C)s3)C(=O)N2CC(C)C)cc1	.	-9%	0%	-1%	11%	-1%	0%	2%	-10%	9
Cc1cc2c(cc1S(=O)(=O)N1CCN(c3ccccc3)CC1)OCC(=O)N2	?	-5%	4%	8%	-9%	.	-3%	-10%	-2%	2
Cc1ccc(CN(C(=O)c2ccc([N+](=O)[O-])cc2)C2CCS(=O)(=O)C2)o1 (stereo not drawn)	5%	-2%	-4%	?	?	-8%	2%	-10%	3%	-8
CCOc1ccc(N(CC(=O)NC2CCCCC2)C(=O)CNC(=O)c2cccs2)cc1	-30%	-2%	-7%	2%	0%	-5%	0%	1%	2%	-13
Cc1cccc(NC(=O)NNC(=O)c2cc(-c3ccccc3Cl)nc3ccccc23)c1	?	-13%	-2%	4%	-21%	12%	1%	-6%	7%	-25
Cn1c(=O)c2c(nc(Oc3ccc(-c4ccccc4)cc3)n2C)n(C)c1=O	8%	0%	7%	-6%	5%	-7%	-2%	-6%	-1%	3
CCCN(CC(=O)Nc1ccccc1C)C(=O)CCl	0%	8%	-13%	.	-75%[inhibitor]	0%	-1%	5%	-5%	6
CCOc1ccc(N2C(=O)CC(Cc3cc(C)cc(C)c3)C2=O)cc1 (stereo not drawn)	-7%	0%	0%	-1%	-24%	8%	-1%	4%	-1%	4
CC(C)=C1C2CCC1C1C(=O)N(c3ccc(C)c(C)c3)C(=O)C21 (stereo not drawn)	-14%	3%	5%	11%	14%	3%	-2%	0%	-3%[46.1 µM]	14
CCCOC(=O)CCn1c(=S)oc2ccccc21	-2%	-1%	7%	-23%	-17%	-2%	-4%	-15%	0%	-18
COc1ccc([C@@H]2[C@H]3CN(C(C)=O)CC=C3C(C#N)=C(N)C2(C#N)C#N)c2ccccc12	13%	18%	2%	35%[activator]	-48%[inhibitor]	5%	0%	15%	9%	-4
COc1ccc(CC(=O)NCc2nnc(SCc3ccc([N+](=O)[O-])cc3)n2C)cc1	-7%	0%	2%	?	-15%	8%	-1%	1%	6%	-9
Cc1ccc(/C=C2/SC(=O)N(CC(=O)N3CCOCC3)C2=O)s1	-7%	-1%	0%	?	16%	?	?	0%	4%[46.1 µM]	0
